CHO-K1 Ca ag: counter-screen for M1 agonists: effect in parental CHO-K1 cells; AID 602248; Fluo-8 calcium fluorescence; scaled to maximal ATP response, vehicle zero; 0.48% of 360,000 active; activation, % at 3 µM; in the data active = activation above about 15%;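 also: untransfected CHO-K1 host cells lacking M1 receptor as counterscreen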
OXTR ag: activates the human oxytocin receptor; activation, % at 3 µM; CHO-OTR cells, Fluo-8 calcium fluorescence; normalized: DMSO 0%, oxytocin 100%; P30559; 0.32% of 320,000 active;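 active = activation above the mean of all tested compounds plus 3 SD, cutoff set per screening run, cut at about 20% in these data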;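 also: peak over basal fluorescence ratio from a 100 s FLIPR kinetic read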
CHO-K1 Ca antag: M1 antagonist counterscreen hit in parental CHO-K1 cells; 0.6% of 360,000 active; ATP-induced calcium, Fluo-8 fluorescence; inhibition, % at 3 µM;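 active = inhibition above a per-plate cutoff, the plate's mean sample inhibition plus 3 SD, cut at about 24% in these data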;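 also: 0% = DMSO plus EC80 ATP and 100% = DMSO alone without ATP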
V1R ag counter: counter-screen for oxytocin receptor agonists: human V1a receptor agonists; 0.25% of 320,000 active; CHO-V1R cells, Fluo-8 calcium fluorescence, agonist mode; 0% DMSO, 100% 3 nM vasopressin; P37288; AID 2797; activation, % at 3 µM;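 active = activation above the mean activation of all tested compounds plus 3 SD, per screening run, cut at about 20% in these data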;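 also: signal is peak over basal fluorescence ratio across a 100 second FLIPR read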
Target sequence (P37288 whole entry, looked up): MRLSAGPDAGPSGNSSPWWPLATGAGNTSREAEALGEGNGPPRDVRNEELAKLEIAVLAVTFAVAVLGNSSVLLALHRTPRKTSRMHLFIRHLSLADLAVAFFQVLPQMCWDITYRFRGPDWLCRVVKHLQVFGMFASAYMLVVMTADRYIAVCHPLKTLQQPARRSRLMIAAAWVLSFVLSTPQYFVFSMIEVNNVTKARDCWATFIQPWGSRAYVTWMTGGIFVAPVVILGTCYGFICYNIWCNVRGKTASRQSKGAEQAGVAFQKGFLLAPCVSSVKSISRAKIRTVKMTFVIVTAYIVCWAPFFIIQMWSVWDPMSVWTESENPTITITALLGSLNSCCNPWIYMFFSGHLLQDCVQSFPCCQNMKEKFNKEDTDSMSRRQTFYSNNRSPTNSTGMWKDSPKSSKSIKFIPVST
CHO-K1 Ca PAM: M1 PAM counterscreen hit in parental CHO-K1 cells | ATP EC20, Fluo-8 calcium fluorescence; 0% at ATP EC20, 100% at ATP max | activation, % at 3 µM | 0.02% of 360,000 active;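 active = activation above the run cutoff, the mean activation of all test compounds plus 3 SD, cut at about 40% in these data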;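 also: peak over basal fluorescence ratio in a 140 s read after ATP addition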
OXTR potentiate: potentiators of human oxytocin receptor. P30559. CHO-OTR cells, Fluo-8 calcium fluorescence, potentiator mode; 0% = oxytocin EC15, 100% = EC100. activation, % at 3 µM. 0.061% of 320,000 active. AID 2445;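 active = activation above that plate's cutoff, the mean activation of tested compounds plus 3 SD, cut at about 6.6% in these data, passing the limit was not always enough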;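 also: 100% uses oxytocin at 75 nM as the full agonist control; some results filed as inactive read as strong as hits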
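Replication – single well per compound, singlicate · Assay system – CHO cell line stably expressing human OTR · Timing – 6 min pre-incubation, 100 s read · Measure – normalized max/min fluorescence ratio, % activation · Doses – 3.0 µM, one dose · Detection – Fluo-8 calcium dye fluorescence · Probe or stimulus – oxytocin near EC15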
TAAR1 antagonist: antagonists of human TAAR1; inhibition, % at 3 µM; Q96RJ0; CHO RD-HGA16 TAAR1, Fluo-8 calcium fluorescence, antagonist; AID 624466; 1.5% of 360,000 active;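 active = inhibition above a per-plate cutoff, the mean inhibition of test compounds on that plate plus 3 SD, cut at about 49% in these data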;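 also: 0% = DMSO plus EC80 beta-PEA response and 100% = DMSO alone without agonist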
Target sequence (Q96RJ0 whole entry, looked up): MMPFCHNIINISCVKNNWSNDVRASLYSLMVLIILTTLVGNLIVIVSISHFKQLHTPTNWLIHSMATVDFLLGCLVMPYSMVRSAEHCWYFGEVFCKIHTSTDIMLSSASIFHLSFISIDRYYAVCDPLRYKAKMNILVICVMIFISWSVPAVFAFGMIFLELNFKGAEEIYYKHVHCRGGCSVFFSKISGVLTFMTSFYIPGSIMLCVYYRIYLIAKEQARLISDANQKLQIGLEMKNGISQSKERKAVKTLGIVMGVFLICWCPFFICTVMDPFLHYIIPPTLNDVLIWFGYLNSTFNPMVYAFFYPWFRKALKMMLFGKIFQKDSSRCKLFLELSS
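Assay system: CHO-derived RD-HGA16 cells stably expressing human TAAR1 plus Gα16. Timing: 140 s kinetic read after compound, 140 s after agonist. Technique: kinetic Fluo-8 calcium fluorescence measurement. Measure: % inhibition of agonist calcium response.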
GPR7 antagonist: human neuropeptides B/W receptor 1 antagonism; P48145; GPR7-expressing cells, fluorescence antagonist assay; inhibition, % at 4.4 µM; 1.1% of 290,000 active; in the data active = inhibition above about 16%, passing the limit was not always enough;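 also: cells stimulated with the agonist NPW; 0% = agonist with vehicle and 100% = vehicle without agonist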
Target sequence (P48145 whole entry, looked up): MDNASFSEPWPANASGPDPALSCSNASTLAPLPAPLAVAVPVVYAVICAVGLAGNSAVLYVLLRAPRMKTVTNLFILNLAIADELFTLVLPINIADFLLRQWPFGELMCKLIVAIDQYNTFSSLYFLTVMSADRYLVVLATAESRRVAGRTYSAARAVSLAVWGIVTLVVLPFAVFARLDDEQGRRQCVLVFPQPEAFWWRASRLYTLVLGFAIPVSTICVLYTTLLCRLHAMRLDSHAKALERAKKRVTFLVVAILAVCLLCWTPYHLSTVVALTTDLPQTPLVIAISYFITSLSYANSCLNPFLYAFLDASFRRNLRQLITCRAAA
CHO parental Ca: counter-screen for OX1R antagonists: effect in parental CHO cells; AID 463079; inhibition, % at 5.6 µM; 0.63% of 330,000 active; parental CHO-K1, ATP-induced calcium, Fluo-8 fluorescence;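 active = inhibition above that plate's mean sample inhibition plus 3 SD, cut at about 26% in these data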;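 also: 0% = ATP-challenged DMSO wells and 100% = DMSO wells without ATP; some compounds past the cut are filed as inactive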
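Test system: untransfected parental CHO cell line. Compound: one dose, 5.6 µM nominal. Detection: intracellular calcium via Fluo-8 no-wash fluorescent dye. Measure: % inhibition. Benchmarks: ATP-challenged DMSO wells low, unchallenged DMSO wells high.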
* marks the source's active call; other numbers are inactive results; nt = no result given.

The first two compounds as a preview:
SMILES	CHO-K1 Ca ag	OXTR ag	CHO-K1 Ca antag	V1R ag counter	CHO-K1 Ca PAM	OXTR potentiate	TAAR1 antagonist	GPR7 antagonist	CHO parental Ca
CCn1c(SCc2ccc(C(=O)Nc3nccs3)cc2)nnc1-c1ccc(NC(C)=O)cc1	1.1	-1.0	1	-0.2	11	-16	38	-12	-31
OC1(c2cn(Cc3ccccc3)nn2)CCCCC1	8.4	3.3	5	0.8	16	-14	17	-4	-12

The list itself, from the start:
SMILES	CHO-K1 Ca ag	OXTR ag	CHO-K1 Ca antag	V1R ag counter	CHO-K1 Ca PAM	OXTR potentiate	TAAR1 antagonist	GPR7 antagonist	CHO parental Ca
CCn1c(SCc2ccc(C(=O)Nc3nccs3)cc2)nnc1-c1ccc(NC(C)=O)cc1	1.1	-1.0	1	-0.2	11	-16	38	-12	-31
OC1(c2cn(Cc3ccccc3)nn2)CCCCC1	8.4	3.3	5	0.8	16	-14	17	-4	-12
COc1ccccc1CCC(=O)Nc1ccc2c(c1)c(=O)n(C)n2-c1cccs1	0.7	nt	5	nt	-9	nt	26	nt	nt
O=C(Nc1cc(Cl)c(Cl)cc1Cl)c1cccnc1	1.7	3.8	-4	-0.8	-7	-8	-8	-7	5
CC(C)C(C(=O)NC(C)(C)C)N1C(=O)c2ccccc2C1=O (stereo unspecified)	0.1	-1.1	-8	-0.7	11	-26	-6	-1	-11
Cc1nnc2ccc(-c3cccc(NC(=O)c4ccco4)c3)nn12	0.3	0.3	2	0.8	-18	-4	-10	8	-10
CC(C)CC(=O)N=C1SC2CS(=O)(=O)CC2N1CCc1ccccc1 (stereo unspecified)	1.6	0.7	-4	1.2	13	-2	18	-6	-2
CC(=O)NCCC(=O)N1CCCC(CNC(=O)c2ccc(-c3ccccc3)cc2)C1 (stereo unspecified)	0.9	1.0	3	0.4	-9	5	6	-7	-7
CC1CCCC(C)N1C(=O)COC(=O)c1ccc(Br)o1 (stereo unspecified)	0.2	1.5	8	1.2	-7	-2	-20	nt	-7
CC(C)(C)c1ccc(C(=O)COC(=O)CN2C(=O)NC3(CCCC3)C2=O)cc1	8.8	3.0	-12	5.9	-2	-10	-35	3	-12
CCCSc1nc2ccccc2n1CC(=O)O	1.3	1.2	-13	0.7	24	0	-10	-1	-1
O=C1N(Cc2ccccc2)CC2(Br)COCOC12O (stereo unspecified)	0.8	nt	-3	nt	11	nt	6	nt	nt
Oc1cccc(CCc2ccccn2)c1	1.4	nt	10	nt	25	nt	10	nt	nt
COc1cc(NS(=O)(=O)c2ccc(NC(=S)NC(=O)c3ccco3)cc2)nc(OC)n1	-0.1	-0.1	3	0.2	4	5	-17	-6	-9
COc1ccc(Cc2nnc(NC(=O)Cn3cnc4c3c(=O)n(C)c(=O)n4C)s2)cc1	-0.3	0.3	-5	0.7	12	-1	7	-15	-4
C[C@H]1CN(S(=O)(=O)c2c(F)cccc2F)CCN1S(=O)(=O)c1ccc2c(c1)OCCO2	1.7	1.2	-14	1.1	16	-5	22	nt	-1
C/C(=N\NC(=O)c1cccc(C)c1)c1cccc(NC(=O)c2ccco2)c1	0.8	-0.7	-3	0.6	13	-4	-11	-6	-6
CCc1cc2c(=O)c(-c3cscn3)coc2cc1O	1.1	3.0	-4	1.9	8	-2	3	-2	-19
Cc1ccccc1-c1nc(-c2ccc(Br)o2)no1	0.3	-1.2	-11	0.0	9	-1	-9	-5	1
Cc1ccc(S(=O)(=O)N(C)C)cc1NC(=O)CN1C(=O)NC(Cc2c[nH]c3ccccc23)C1=O (stereo unspecified)	-0.1	0.4	0	0.1	4	-6	-13	-10	-8
CCOc1ccccc1NC(=O)CNC(=O)Cc1ccccc1	1.1	-0.1	-18	-1.0	10	-9	-21	-4	-11
Cc1ccc(OCCC(=O)OCC(=O)NC(=O)NCc2ccccc2)cc1	0.3	-2.3	7	-1.3	-10	-6	-10	nt	1
N#Cc1c(-c2ccccc2)nc(SCC(=O)N2c3ccccc3Sc3ccccc32)[nH]c1=O	-0.7	0.0	-5	1.6	15	-3	10	-8	-5
COc1ccc(CCn2cc(C#N)c(=O)[nH]c2=O)cc1OC	0.6	0.0	-3	0.9	22	-5	1	-12	-2
Cc1ccc(C(=O)Oc2oc(-c3ccco3)nc2C=Nc2ccc(Cl)cc2)cc1	2.3	-2.4	-8	-1.4	21	-2	16	-4	-13
Additional records
SMILES	CHO-K1 Ca ag	OXTR ag	CHO-K1 Ca antag	V1R ag counter	CHO-K1 Ca PAM	OXTR potentiate	TAAR1 antagonist	GPR7 antagonist	CHO parental Ca
COc1ccc(C(=O)C2CCCN(C(=O)c3csc(C(C)=O)c3)C2)c(C)c1 (stereo unspecified)	4.9	1.6	-16	0.1	13	-3	-15	5	-13
CCCc1nc2ccccc2n1CCOC	0.2	-0.7	-8	-0.3	17	-18	-2	4	-3
CCN1C(=O)[C@H]2[C@@H](c3ccccc3)N[C@]3(CCCN(Cc4ccccc4)C3=O)[C@H]2C1=O	0.4	nt	1	nt	5	nt	-8	nt	nt
Cn1c(NCc2ccco2)nc2c1c(=O)n(Cc1ccc(Cl)c(Cl)c1)c(=O)n2C	0.1	-0.3	9	1.0	1	-7	-7	-2	-3
CN(CCc1ccccn1)C(=O)CCC1CCCN(C(=O)c2c3c(nn2C)CCCC3)C1 (stereo unspecified)	5.2	0.2	7	0.8	3	-9	0	-2	-14
CC1(C)[C@H]2CC=C(CN3CCC(N4CCC(C(=O)N5CCCC5)CC4)CC3)[C@@H]1C2	0.6	-0.1	6	1.1	-20	-4	-15	5	-3
O=C(CNC(=O)c1ccccc1)Nc1cccc(C(F)(F)F)c1	1.4	1.4	-12	2.6	8	-1	-16	-8	4
CC(C)NC(=O)N(C)C[C@H]1Oc2c(NC(=O)c3ccc(-c4nccs4)cc3)cccc2C(=O)N([C@@H](C)CO)C[C@H]1C	-0.5	1.3	1	1.6	-3	-3	-9	nt	-20
Cc1ccc(NNC(N)=S)cc1Cl	2.0	-0.3	-4	1.2	19	-9	-17	-2	-10
O=C(CSc1nnc(-c2ccccn2)o1)Nc1ccccc1F	0.2	-0.2	-2	1.0	-4	-1	-33	3	2
CC1CCN(C(=O)c2ccc(N3C(=O)C4CCC(C)CC4C3=O)cc2)CC1 (stereo unspecified)	2.9	1.4	-12	1.1	20	-6	-20	9	-5
Cn1c(-c2ccsc2)c(-c2cccs2)c2cc(Br)ccc21	0.6	0.9	-8	0.1	15	-1	6	nt	-33
CCSc1ncc(/C=N/Nc2ccc(F)cc2)n1C	-0.6	-2.7	6	-0.8	-3	-6	-7	1	-12
Cc1ccc(C(=O)OCC(=O)N(C)C2CCS(=O)(=O)C2)cc1[N+](=O)[O-] (stereo unspecified)	5.7	0.6	-1	1.6	9	1	10	2	-5
COc1cccc(NC(=O)C2CCC(CNS(=O)(=O)c3cccs3)CC2)c1 (stereo unspecified)	3.7	1.2	-10	0.7	18	-2	13	-2	-4
C=CCn1cc(/C=C2/NC(=O)NC2=O)c2ccccc21	0.9	-1.1	-7	-1.2	18	-2	-19	0	-5
COc1ccc(Cc2nc3ccc(C(=O)N(C)Cc4nccn4C)cc3o2)cc1	0.6	nt	-7	nt	15	nt	-27	nt	nt
O=C(NNC1=C(C(=O)C(F)(F)F)CCC1)c1ccncc1	-0.5	1.1	20	1.2	-12	1	-16	-13	-17
CCOC(=O)c1cnc(-c2ccccc2)nc1Oc1ccc(Cl)cc1	-0.1	0.0	-4	0.6	4	-6	-6	-13	7
Cc1cc(C(=O)Nc2sccc2C#N)c2ccccc2n1	5.3	1.9	4	4.1	9	2	34	-11	-3
O=C1c2ccccc2NC(c2cccc([N+](=O)[O-])c2)N1CCc1ccccc1 (stereo unspecified)	1.7	0.7	-1	2.2	-6	-7	39	12	-20
CCOc1ccccc1NC(=O)COC(=O)c1c[nH]c2ccccc12	0.4	nt	0	nt	-2	nt	41	nt	nt
Cc1nn(C)c(=O)n1-c1ccccc1	1.4	0.5	-3	-0.6	3	-19	-10	-11	-2
C1=C(c2ccccc2)Nc2nnnn2C1	-0.1	0.9	16	1.8	-7	-11	11	-10	1
Cc1cc(C)nc(NS(=O)(=O)c2ccc(NC(=O)CSc3nc(-c4ccccc4)c(C#N)c(=O)[nH]3)cc2)n1	-0.4	-0.1	3	1.2	-6	-8	-8	-8	-9
Continued:
SMILES	CHO-K1 Ca ag	OXTR ag	CHO-K1 Ca antag	V1R ag counter	CHO-K1 Ca PAM	OXTR potentiate	TAAR1 antagonist	GPR7 antagonist	CHO parental Ca
COc1cccc(-c2c(C(=O)N/N=C(\C)c3ccco3)nnn2-c2nonc2N)c1	6.3	15	14	8.8	-20	-2	17	-14	-9
COc1ccc(NC(=O)CS(=O)c2cccc(Cl)c2)cc1 (stereo unspecified)	-0.3	-0.2	-1	-0.8	-9	-5	-20	-20	-7
Cc1cc(F)ccc1C(O)c1ncc(-c2ccccc2F)[nH]1 (stereo unspecified)	1.6	nt	-6	nt	14	nt	-20	nt	nt
O=C(c1ccccc1Br)N1CCN(Cc2ccc3c(c2)OCO3)CC1	0.2	0.8	10	0.6	-15	1	-26	-18	-7
COc1ccc(N2CCN(CCNC(=O)Nc3cccc(C)c3C)CC2)cc1	1.7	0.1	-19	1.0	-4	-10	-12	-13	-12
CCc1nc2c(OCc3ccc(Cl)cc3)cccn2c1N(C)C(=O)c1ccco1	0.2	nt	9	nt	-13	nt	-4	nt	nt
COc1ccc(NC(=O)C[C@@H]2C(=O)N(c3ccc(OC)cc3)CC2(C)C)cc1	0.6	nt	-9	nt	23	nt	7	nt	nt
Cc1ccc(C)c(N2CCN(C(=O)c3ccc4c(=O)n5c(nc4c3)CCCCC5)CC2)c1	-0.9	-1.8	2	0.1	7	-20	-8	-9	-30
COC(=O)c1sc(=S)n(-c2ccccc2OC)c1N	3.8	1.2	1	0.0	18	-2	-2	0	-6
CCC(Oc1ccccc1OC)C(=O)Nc1ccc2c(c1)OCCO2 (stereo unspecified)	1.8	-0.4	-13	-1.5	16	-5	-19	-1	-2
C/C(=N\NC(=O)c1ccc(C(=O)N/N=C(\C)c2ccco2)o1)c1ccco1	-0.1	0.1	5	1.3	4	-6	-3	-2	-17
Cn1ccnc1SCC(=O)c1ccc(O)cc1	1.3	1.6	-14	1.2	7	0	-3	-13	-5
CCN(CC)CCn1c(SCC(=O)NCc2ccccc2)nc2c(sc3ccccc32)c1=O	0.9	0.1	-4	9.5	-4	-13	-24	7	-7
CCN1CCc2nc3ccccc3c(C(=O)Nc3ccc(F)cc3)c2C1	1.8	0.4	-13	0.0	16	0	-9	-10	-4
O=C(Nc1cc(F)ccc1F)c1cccc(-n2cnnn2)c1	0.2	-0.3	9	-0.2	-3	0	-2	nt	-4
COC(=O)c1ccc(C)c(-n2c(C)cc(C=O)c2C)c1	0.5	-1.5	1	-0.8	18	-4	18	-7	-12
Cc1ccc(S(=O)(=O)NCCC(=O)N2CCN(C/C=C/c3ccccc3)CC2)cc1	3.8	6.0	-9	7.2	1	-11	-18	nt	-11
